# Assay outcomes (PubChem)
# FUS yeast rescue = FUS proteinopathy suppression in yeast; S. cerevisiae FUS-expressing, growth rescue, OD600, 24 h; Potency, µM (highest dose often 76.6 µM), without a hit: top-dose growth rescue (activation), most hits filed as activators; hit rate 0.24% among 390,000; AID 1347120;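 further: potency means the concentration at half of the fitted maximal effect; plate controls were DMSO vehicle for no effect and reference control for full effect; nearly all actives have a fitted effect of over 55% in size; some results filed as inactive show a strong effect at the top dose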
#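 S. cerevisiae expressing FUS from galactose induction served as the toxicity model. Growth after 24hr at 30C, read as absorbance at 600 nm, indicates suppression of toxicity; compounds dosed at several concentrations.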
# Akt phos inh = inhibitors of Akt phosphorylation; Neuro2A IGF-stimulated pAkt S473 HTRF, 20 min; active compounds read low; activity change, % for hits at 50 µM; hit rate 0.32% among 360,000; AID 651550; in the data active means activity change below about -80%; inconclusive means mostly about -51% to -80%; further: on the % scale 0 is the no-effect control and ±100 the full control effect
#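 Neuro2A cells (4,500/well, DMEM with 0.5% FBS) were treated with compound at a single 50 µM final concentration, stimulated with 6 nM IGF for 20 min at 37 °C, and lysed. Phospho-Akt Ser473 was read by HTRF as 665/615 ratio ×10^4.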
# aSyn yeast inh = inhibitors of alpha-synuclein toxicity in yeast. Potency, µM (doses to about 46.1 µM), for the others: at the highest dose growth rescue (activation), usual class: activators. Yeast expressing alpha-synuclein, growth rescue, BacTiter-Glo, 24 h. AID 652106. hit rate 0.14% among 370,000; further: potency means the concentration at half of the fitted maximal effect; % of control where 0% means no effect; nearly all actives have a fitted effect of over 65% in size
#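 Screening used galactose-induced yeast with toxic alpha-synuclein levels, exposed to compound for 24 hr at 30 deg C. Cell growth, read with BacTiter-Glo luminescence, gave the measured signal.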
# TDP-43 yeast inh = inhibitors of TDP-43 toxicity in yeast; hit rate 1.8% among 410,000; Potency, µM (top dose mostly 46.1 µM), inactives show at the top dose growth rescue (activation), usual class: activators; AID 652104; TDP-43 expressing yeast growth rescue, BacTiter-Glo, 24 h; further: potency means the concentration at half of the fitted maximal effect; % of control where 0% means no effect; nearly all actives have a fitted effect of over 50% in size
#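 Yeast expressing TDP-43 (pregrown in raffinose, seeded at OD600=0.02 in galactose medium) exposed to compounds 24 hr at 30 deg C. Growth read by BacTiter-Glo luminescence; rescue of toxicity appears as increased signal.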
# GLP1R cytotox = cytotoxicity counter-screen for GLP-1 receptor inverse agonists. HEK293 cAMP-luciferase reporter cells, luminescence, 24 h. Potency, µM (series often up to 38.3 µM), without a hit: top-dose activity change, negative = inhibition, actives largely listed as inhibitors. hit rate 0.13% among 410,000;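 further: loss of luciferase light is scored as toxicity; potency means the concentration at half of the fitted maximal effect; on the % scale 0 is the no-effect control and ±100 the full control effect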
#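 Quantitative HTS format, 1536 wells, 200 cells/uL seeded. Compounds: 23 nL, 24 h, 37 °C. Detection: luciferase reagent, luminescence at 12 min RT; decreased signal taken as cytotoxic.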
# Abeta yeast res = A-beta toxicity reversal in yeast | hit rate 0.063% among 410,000 | yeast expressing A-beta42, growth rescue, OD600, 48 h; response scale: 0% DMSO, 100% iron-clioquinol control | AID 1347071 | Potency, µM (titrated, usually from 46.1 µM), without a hit: top-dose growth rescue, most hits filed as activators; further: potency means the concentration at half of the fitted maximal effect; nearly all actives have a fitted effect of over 55% in size
#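 Yeast growth medium received pinned compounds, then yeast cells expressing toxic A-beta were added; plates incubated at 30 C for 48 hr. Growth read as absorbance at 600 nm, normalized to DMSO and equimolar FeCl3 plus clioquinol controls.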
# Mm-Cpn inhibitor = M. maripaludis TRiC chaperonin inhibition | purified Mm-Cpn ATPase, ADP Transcreener TR-FRET | Potency, µM (doses to about 76.9 µM), for inactives: at the highest dose activity, negative = inhibition, most hits filed as inhibitors | hit rate 0.031% among 330,000 | AID 504842; further: potency means the concentration at half of the fitted maximal effect; on the % scale 0 is the no-effect control and ±100 the full control effect; nearly all actives have a fitted effect of over 80% in size
#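 ATPase turnover read by TR-FRET ADP competition (Eu cryptate antibody/ADP-d2, 665/590 nm): 10uM ATP final, 25nM Mm-CPN final, 30 min 37degC after 10-min compound preincubation, pH 7.4 Tris/KCl/MgCl2/DTT buffer.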
# PTHR1 ag = PTHR1 (human) receptor agonism; Potency, µM (highest dose often 115 µM), for inactives: top-dose activation, actives largely listed as activators; hit rate 0.075% among 410,000; AID 743266; HEK293 GP2 PTHR1 cells, GloSensor cAMP luminescence, 1 h; further: potency means the concentration at half of the fitted maximal effect; nearly all actives have a fitted effect of over 55% in size; some results filed as inactive show a strong effect at the top dose; inactives centre near -15; many of its hits are not listed in these tables
# Target sequence (Q03431 whole entry, looked up): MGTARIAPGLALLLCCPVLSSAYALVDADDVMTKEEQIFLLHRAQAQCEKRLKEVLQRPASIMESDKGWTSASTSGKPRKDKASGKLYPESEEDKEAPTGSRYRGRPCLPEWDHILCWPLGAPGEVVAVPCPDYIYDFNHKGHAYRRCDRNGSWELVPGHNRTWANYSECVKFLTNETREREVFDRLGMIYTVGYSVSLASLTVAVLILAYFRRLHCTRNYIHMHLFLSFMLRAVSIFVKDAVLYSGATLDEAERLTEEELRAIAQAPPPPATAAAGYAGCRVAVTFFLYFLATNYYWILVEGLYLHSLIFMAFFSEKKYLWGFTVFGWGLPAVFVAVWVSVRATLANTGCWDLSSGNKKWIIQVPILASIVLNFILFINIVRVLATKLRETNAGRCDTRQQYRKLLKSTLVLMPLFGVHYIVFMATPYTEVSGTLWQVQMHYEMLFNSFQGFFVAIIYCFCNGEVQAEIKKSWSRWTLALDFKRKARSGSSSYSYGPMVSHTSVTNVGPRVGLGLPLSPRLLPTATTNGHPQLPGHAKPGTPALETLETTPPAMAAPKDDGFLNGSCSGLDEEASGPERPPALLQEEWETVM
#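 HEK-293-derived GP2 cells expressing PTHR1 and a GloSensor cAMP reporter, 3,000/well, plated overnight, given luciferin plus IBMX (each 0.5 mM as added) for 1 h at 37 °C, then compound for 1 h at 37 °C. Luminescence was read after 15 min at room temperature.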
# GLP-1R inv ag = acts as inverse agonist at human GLP-1 receptor. Potency, µM (highest dose often 38.3 µM), without a hit: top-dose activity change, negative = inhibition, usual class: inhibitors. AID 624417. HEK293 GLP-1R CRE-luciferase, luminescence, 24 h; GLP-1R form is constitutively active. hit rate 1.6% among 410,000. P43220; further: potency means the concentration at half of the fitted maximal effect; on the % scale 0 is the no-effect control and ±100 the full control effect; nearly all actives have a fitted effect of over 55% in size
# Target sequence (P43220 whole entry, looked up): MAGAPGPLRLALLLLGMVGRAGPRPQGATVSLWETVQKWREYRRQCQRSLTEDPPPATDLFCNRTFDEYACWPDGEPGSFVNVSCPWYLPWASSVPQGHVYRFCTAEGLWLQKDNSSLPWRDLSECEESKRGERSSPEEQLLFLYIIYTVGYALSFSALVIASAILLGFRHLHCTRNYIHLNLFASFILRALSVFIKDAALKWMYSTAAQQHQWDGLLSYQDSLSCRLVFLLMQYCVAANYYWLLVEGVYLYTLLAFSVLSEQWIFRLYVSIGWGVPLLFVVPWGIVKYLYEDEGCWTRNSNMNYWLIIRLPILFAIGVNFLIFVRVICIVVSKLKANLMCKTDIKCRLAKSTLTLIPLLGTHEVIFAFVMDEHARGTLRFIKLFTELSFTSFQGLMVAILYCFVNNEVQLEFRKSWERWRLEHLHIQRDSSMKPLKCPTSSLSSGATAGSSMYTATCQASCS
#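 qHTS in 1536-well format: reporter HEK293 cells expressing constitutive GLP-1R activity in DMEM + 10% Nu serum, 24 hr with compounds at 37 deg C, luminescence read after 12 min with detection reagent.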
# * hit, by the source's call; i = inactive; ? = inconclusive; · = no result given; & = joins results of further samples; ! = not confirmed by another sample; [ ] = another dose, or the depositor's remark. Unless noted, the call rests on the fitted dose curve; in most records, active means well fitted curve in the direction sought with a large enough effect; inconclusive means small, poorly fitted or top-dose-only effect, or another doubt; inactive means no such curve, though single readings can be large; an effect the other way counts as inactive or inconclusive. An excerpt, so the mix of outcomes need not match the whole.
SMILES,FUS yeast rescue,Akt phos inh,aSyn yeast inh,TDP-43 yeast inh,GLP1R cytotox,Abeta yeast res,Mm-Cpn inhibitor,PTHR1 ag,GLP-1R inv ag
COc1ccc(C(=O)Nc2ccccc2C(=O)N/N=C/c2cccc3ccccc23)cc1,41%,i,-22%,-3%,1%,-1%,0%,-5%,0%
CC(C)CCNc1nc2c(c(=O)[nH]c(=O)n2C)n1CC(O)COC(C)C (stereo not given),-18%,i,-11%,-4%,-3%,-3%[9.22 µM],-1%,i,1%
COC(=O)c1sc2ncccc2c1-n1c(C)ccc1C,1%,·,·,23%,5%,-2%,·,i,6%
CCN(Cc1ccccc1)Cc1c(C)[nH]c2c(C)c(C)ccc2c1=O,·,i,-1%,0%,-3%,16%,1%,i,14%
C[C@]12c3[nH]c4ccc(Cl)cc4c3CCN1C(=O)[C@@H](CC(=O)NCc1ccco1)C[C@@H]2C(=O)N1CCCCC1,17%,i,3%,?,4%,0%,2%,-13%,?
COc1ccc(N2CCN(Cc3cc(=O)oc4ccc(OC)cc34)CC2)cc1,1%,·,·,15%,0%,-11%,·,-63%[inhibitor],4%
COc1ccc(CN(C2CCCC2)S(=O)(=O)c2ccc(-n3cnnn3)c(OC)c2)cc1OC,45%,i,2%,-13%,7%,20%,2%,i,0%
CCOc1cc(N2CCOCC2)c(OCC)cc1NC(=O)CN1C(=O)NC(C)(c2ccc(OC)cc2)C1=O (stereo not given),16%,i,0%,-1%,0%,-8%,·,-17%,5%
O=C(CSc1ncccn1)N1CCC(Cc2ccccc2)CC1,12%,i,9%,26%[9.22 µM],0%,-8%,1%,-16%,-5%
Cc1ccc(-c2nn(-c3ccccc3)cc2C(=O)N2CCOCC2)cc1,30%,i,0%,20%,1%,11%,1%,-20%,-7%
CCOc1ccc(Nc2ncnc3c2cnn3C)cc1,-4%,i,-1%,20%,-11%,5%,1%,i,102%[activator]
COc1cc(OC)cc(C(=O)Nc2ccc(-c3nc4ccccc4s3)cc2C)c1,-7%,·,-1%,10%,1%,-16%,·,-18%,15%
O=C(OCc1cccc([N+](=O)[O-])c1)c1cccnc1,-6%,i,-1%,8%,0%,-6%,-3%,i,3%
COCCNC(=O)C1(C)CCN(C(=O)c2sc(-c3ccccc3)nc2C)C1 (stereo not given),-20%,i,-1%,10%,0%,10%,·,7%,22%
COc1ccccc1-c1cccc([C@@H]2C[C@H]3[C@@H](CN2)CON3C)c1,-6%,i,-1%,17%,2%,6%,·,i,0%
Cc1ccccc1OCC1Cn2c(nc3c2c(=O)n(C)c(=O)n3C)O1 (stereo not given),7%,i,2%,6%,-2%,21%,-2%,-26%,10%
Cc1cccc(CNS(=O)(=O)c2ccc(-c3cnc(C4CC4)o3)cc2)c1,13%&13%,i,8%,13µM*!,?,-27%&-14%,-2%,-42%&-7%[inhibitor],?
O=C(CCl)N1N=C(c2ccco2)CC1c1cccs1 (stereo not given),·,i,-11%,?,?,-28%,-1%,-6%,0%
C/C(CC(=O)Nc1ccc(N(C)C)cc1)=N\NC(=O)c1ccccn1,?,i,11%,-1%,-27%,0%,-1%,i,3%
COc1cccc(NC(=S)NNC(=O)C(C)n2nc(C)c([N+](=O)[O-])c2C)c1 (stereo not given),22%,i,-8%,0%,3%,5%,0%,i,5%
O=C(CNC(=O)c1ccc(OC(F)F)cc1)Nc1cccc(S(=O)(=O)N2CCCC2)c1,3%,i,-5%,-14%,13%,9%,-3%,-53%[inhibitor],-24%
Cc1ccc(Oc2c(CO)c(-c3ccccc3)nn2C)cc1,27%,i,18%,-19%[9.22 µM],-9%,8%,1%,-78%[inhibitor],?
O=C(NCc1ccc(Cl)cc1)c1cc2c(s1)-c1ccccc1SC2,22%,·,·,17%,-4%,13%,·,i,?
O=C(c1cccc(Cl)c1)N1CCC(=O)N(C(COCc2ccccc2)Cc2ccccc2)CC1 (stereo not given),?,i,?,?,-6%,13%,0%,-59%[inhibitor],5%
CCN(CC)C(=O)c1ccc2sc([C@@H]3O[C@H](CO)[C@H](O)[C@H](O)[C@H]3O)nc2c1,-20%,i,-3%,11%,2%,-15%,·,0%,22%
CCOc1ccc(NC(=O)Cn2c(=O)n(Cc3ccco3)c(=O)c3ccc(C(=O)NC4CCCC4)cc32)cc1,-15%,·,-1%,12%,2%,-7%,·,i,8%
COc1ccc([C@H]2CC(=O)C=C(c3ccccc3Oc3ccccc3)C2)cc1,18%,i,5%,?,-1%,22%,2%,-46%,-3%
COc1ccc(C(=O)OCC(=O)Nc2ccc(F)c(F)c2F)cc1OC,12%,i,8%,8%,-7%,13%,0%,i,13%
COc1ccc(OC)c(CCNC(=O)c2nc(-c3ccc(Cl)cc3)n3c2CCCCC3)c1,?,·,·,0%,2%,-11%,·,-4%,?
O=C(CN(C1CCCCC1)S(=O)(=O)c1ccc(Cl)cc1)NCc1ccncc1,-11%,i,10%,-13%,7%,10%,-1%,-13%[57.5 µM],-25%
CCc1ccccc1-n1c(C)nc2cc(C(=O)NCCc3ccc(Cl)cc3)ccc21,?,·,·,32µM*,?,11%,·,-15%,?
CN1CCC(=O)N([C@H](CN=[N+]=[N-])c2ccccc2)CC1,-7%,i,-7%,4%,?,2%,0%,-9%,-8%
O=C(c1ccccc1)N1CCN(c2ccccc2F)CC1,7%,i,1%,10%,-3%,8%,-1%,-9%,36%[activator]
O=C1c2cccc3cccc(c23)C(=O)N1c1nccs1,10%,i,-8%,-16%,-17%,5%,-6%,i,-3%
COc1ccc2oc(=O)c(-c3nnc(NCc4ccco4)s3)cc2c1,27%,i,1%,16%,288%[activator],18%,-4%,-25%,148%[activator]
Cc1cc2ccccc2n1CCNC(=O)COc1ccc2ccccc2c1,?,i,10%,35µM*,3%,30%,?,5%,?
COc1ccc(/C=C/C(=O)OCC(=O)NCC2CCCO2)cc1 (stereo not given),-15%,i,?,-3%,6%,-3%,2%,11%,-4%
COc1ccccc1CNC(=O)C1CCN(Cc2cc3ccccc3n2Cc2cccc(C)c2)CC1,6%,·,·,4%,16%,8%,·,-36%[inhibitor],?
Cc1ccc(NC(=O)C2CCN(S(=O)(=O)c3ccc4c(c3)NC(=O)CO4)CC2)cc1C,?,i,0%,-1%,-10%,12%,1%,-12%,?
COc1ccccc1CN1CC(C(=O)NCc2cc(C(C)C)no2)CCC1=O (stereo not given),0%,i,-9%,-7%,-8%,-6%,-1%,-14%,-5%
CC(C)c1nc(CN2CCCCC2)cc(=O)[nH]1,17%,i,-2%,3%[9.22 µM],-6%[7.66 µM],-20%,-1%,i,-5%[7.66 µM]
CN(CC(=O)Nc1cc(C(F)(F)F)ccc1-n1cncn1)Cc1ccccc1N1CCOCC1,6%,i,-2%[1.84 µM],15%,-16%,1%,·,-12%,-16%
COc1ccc(C=O)cc1CSc1nnc(COc2cccc3cccnc23)o1,-7%,i,7%,6%,-9%,34%,-1%,-34%[57.5 µM],31%[activator]
COc1ccc(-c2cc(C(F)(F)F)n3nc(-c4ccc(Cl)cc4)cc3n2)cc1OC,9%,·,·,16%,3%,-3%,·,-61%[inhibitor],1%
Cc1cc(C)n2c(SCC(=O)Nc3cccc(S(N)(=O)=O)c3)nnc2n1,19%,i,-7%,-16%,1%,4%,-1%,i,37%[activator]
COc1cccc(C2CC(c3c(F)cccc3Cl)n3nc(N)nc3N2)c1 (stereo not given),0%,i,3%,7%,-1%,?,1%,i,-19%
COc1ccc(N(CC(=O)N/N=C/c2ccc(OC)c(OC)c2)S(=O)(=O)c2ccccc2)cc1,15%,i,3%,-6%,5%,1%,5%,-17%,196%[activator]
Cc1onc(-c2ccccc2Cl)c1C(=O)Nc1ccccc1O,15%,i,10%,-24%,-1%,-10%,0%,-41%[inhibitor],?
CCOc1ccc(NC(=O)N2CCC(N3CCCCC3)CC2)cc1,-17%,·,·,12%,-2%,-11%,·,-32%[inhibitor],13%
CC(C)(C)NC(=O)C(c1ccc(F)cc1)N(Cc1ccco1)C(=O)CCC(=O)Nc1ccccn1 (stereo not given),24%,i,-1%,-8%,-3%,-8%,-8%,i,-23%
CCCCC(=O)Nc1ccc(NC(=O)c2ccc([N+](=O)[O-])cc2Cl)cc1OC,·,i,-4%,9%,-1%,5%,1%,-10%,12%
Cc1ccc(NC(=O)CSCc2cc(=O)n3cc(C)sc3n2)cc1,-13%,i,-7%,-3%,2%,7%,1%,i,8%
COc1cccc2cc(-c3cc(=O)oc4ccc(OCC(C)=O)cc34)oc12,-10%,·,0%,7%,6%,-6%,-2%,i,-6%
COc1ccc(OC)c(S(=O)(=O)N2CCC(C(=O)NCCc3ccccc3)CC2)c1,4%,i,12%,-16%,-20%,7%,0%,-16%,0%
O=[N+]([O-])c1cccc(-c2c[n+]3c(n2-c2ccccc2)SCC3)c1,-9%,i,7%,19%,14%,-16%,1%,i,5%
COc1ccc(NC(=O)CN(c2ccccc2OC)S(C)(=O)=O)c(OC)c1,-2%,·,·,7%,5%,4%,·,i,16%
